Screening results as filed in PubChem BioAssay.
Pf gametocyte: inhibitors of late stage P. falciparum gametocyte viability. P. falciparum stage V gametocytes, ATP luminescence, 24 h. inhibition, % at 10.9 µM. 150,000 tested, 0.065% active;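 active means inhibition above the mean plus 3 SD of compounds within the control limits, set per campaign, cut at about 38% in these data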;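 further: 0% = DMSO wells and 100% = medium only without gametocytes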
An asterisk follows results filed as active.

no.	Compound	Pf gametocyte
1	CSc1nc(O)c(C(c2ccc(O)cc2)c2c(O)nc(SC)[nH]c2=O)c(=O)[nH]1	-9
2	COc1ccc(C2(NC(C)=O)CCN(Cc3cccnc3)CC2)cc1	8
3	O=C(CSc1ccccc1)N1CCN(c2ccc(F)cc2)CC1	22
4	Cc1ccc(CN2CCN(Cc3ccc4cccc(F)c4n3)CC2CCO)cc1 (stereo not drawn)	-11
5	C=CCOc1cccc(C(=O)N(C)C2CCCN(Cc3ccccc3F)C2)c1 (stereo not drawn)	0
6	COC(=O)CSc1nnc(COc2ccc3ccccc3c2)o1	8
7	Cc1cccc(Cl)c1OCCCN1CCOCC1	12
8	CCC1COCCS(=O)(=O)N1Cc1ccc(Cl)cc1 (stereo not drawn)	25
9	S=C(CN1CCCC1=S)N1CCOCC1	3
10	CCN1C(=O)[C@@H]2[C@@H](c3ccc(-c4cccc(Cl)c4)cc3)N3CCC[C@@]3(C(=O)OC)[C@@H]2C1=O	-3
11	CCCCC1CN2CCc3c([nH]c4ccccc34)C2(C)C1 (stereo not drawn)	-1
12	O=S(=O)(NCc1ccc(F)cc1)c1ccccc1Br	-23
13	COc1ccc(S[C@@H](CCN2CC[C@H](NC(=O)OCc3ccccc3)CCC2=O)c2ccccc2)cc1	15
14	Nc1ccc(CCc2ccc(N)cc2)cc1	-11
15	CCc1c(O)nc(SC2CC(=O)N(c3ccc(F)c(Cl)c3)C2=O)[nH]c1=O (stereo not drawn)	15
16	O=C(NCCNc1ccc([N+](=O)[O-])cc1)c1cc(F)c(F)cc1Cl	2
17	C[C@H](CO)N1C[C@H](C)[C@@H](CN(C)Cc2ccc(C(=O)O)cc2)Oc2c(NS(=O)(=O)c3cn(C)cn3)cccc2C1=O	-8
18	O=C(Nc1ccccc1Cl)c1cc(=O)c2ccccc2o1	4
19	CN(CC(=O)N1CCC(C(N)=O)CC1)S(=O)(=O)c1ccc2ccccc2c1	-34
20	CC(=O)Nc1ccc(Nc2cc(C)nc3ccccc23)cc1	-2
21	CCOc1ccc(/C=C(\C)C(=O)c2c(C)cc(C)[nH]c2=O)cc1	-3
22	COc1ccc(OCC(O)CN2CCN(CC(O)COc3ccc(OC)cc3)CC2)cc1 (stereo not drawn)	-16
23	O=C(O)c1cccc(CSc2nnc(-c3ccc(Cl)cc3)o2)c1	26
24	O=[N+]([O-])c1cccc(-c2nnnn2-c2cccc(F)c2)c1	21
25	CCOC(=O)C1CCCCN1Cc1cccc(OCc2ccccc2)c1 (stereo not drawn)	4

Later entries.
no.	Compound	Pf gametocyte
26	COc1ccc(-n2c(COc3ccc(C)cc3)nnc2SCC(=O)O)cc1	14
27	CC(Oc1ccccc1)C(=O)N1CCC2(CC1)Oc1ccc(F)cc1C(=O)C21CC(c2cccnc2)=NO1 (stereo not drawn)	3
28	COc1ccc(CNCc2cc(Cl)ccc2O)cc1	1
29	COc1ccccc1CNC(=O)C1CC2Cn3c(nc4cc(C)c(C)cc43)C2N1C (stereo not drawn)	-7
30	CC1=NN(C(N)=S)C(=O)C1N=Nc1ccc(Br)cc1 (stereo not drawn)	21
31	CCOC(=O)C1(CCOC)CCN(C(=O)Cc2ccsc2)CC1	-4
32	CCSc1nnc(N2C(=O)c3ccc(C(=O)c4ccc(C(=O)O)cc4)cc3C2=O)s1	-4
33	Cc1c(C(c2cccc(Br)c2)c2c(C)n(C)n(-c3ccccc3)c2=O)c(=O)n(-c2ccccc2)n1C	-18
34	CC(C)C[C@H](NC(=O)c1nc[nH]c1C(=O)N[C@@H](CCCCNC(=O)OC(C)(C)C)C(=O)OC(C)(C)C)C(=O)OCc1ccccc1	5
35	CCOC(=O)c1ccc(N2C(=O)[C@@H](c3ccccc3)[C@H]2c2ccccc2)cc1	-8
36	CC(C)C1Cc2ccccc2-c2[nH]c(=S)[nH]c(=O)c21 (stereo not drawn)	-31
37	CCCCC(C(=O)NC(C)(C)C)N(Cc1ccccc1)C(=O)c1snc(C(N)=O)c1N (stereo not drawn)	-20
38	Cc1c(Cc2ccccc2)sc(NC(=O)Cc2ccccc2)c1C(N)=O	7
39	O=C(O)C[C@H]1c2ccccc2S(=O)(=O)N1C1CCCC1	25
40	COc1cccc(C2=CC(=O)C[C@H](c3ccc(Cl)cc3)C2)c1	-2
41	c1ccc(-c2cc(-c3ccccc3)ncn2)cc1	19
42	CC1=N/C(=C\c2ccccc2Cl)C(=O)O1	-21
43	CC(NC(=O)c1ccco1)C(=O)O (stereo not drawn)	-21
44	Cc1ccc(NC(=O)CCc2ccc(C)o2)c(Br)c1	9
45	CCOC(=O)CCC(=O)Nc1ncnc2c1C(c1ccccc1)c1c(ccc3ccccc13)O2 (stereo not drawn)	4
46	O=C(Cn1ccc(NC(=O)OCc2ccccc2)nc1=O)NCCCN1CCCC1=O	2
47	Cc1cccc(NC(=O)CCN2CCN(C)CC2)c1	-29
48	CCOCCn1c(N2CCCC2)nc2c1c(=O)n(C)c(=O)n2C	9
49	CCC(C)Sc1ccc(-c2nc3ccc(C)cn3c2NCc2ccccc2)cc1 (stereo not drawn)	2
50	CCC/C=C1/CCCOC(C(=O)NCCN2CCOCC2)(C(F)(F)F)C1 (stereo not drawn)	15

Some of the entries so far, as labelled records:
26: COc1ccc(-n2c(COc3ccc(C)cc3)nnc2SCC(=O)O)cc1
  Pf gametocyte: 14

47: Cc1cccc(NC(=O)CCN2CCN(C)CC2)c1
  Pf gametocyte: -29

29: COc1ccccc1CNC(=O)C1CC2Cn3c(nc4cc(C)c(C)cc43)C2N1C (stereo not drawn)
  Pf gametocyte: -7

27: CC(Oc1ccccc1)C(=O)N1CCC2(CC1)Oc1ccc(F)cc1C(=O)C21CC(c2cccnc2)=NO1 (stereo not drawn)
  Pf gametocyte: 3

(next part)
no.	Compound	Pf gametocyte
51	C=CC[C@@H](CC(=O)N[C@H](CO)Cc1ccccc1)C(=O)NCCOC(=O)[C@@H](CC=C)Cc1ccc(F)cc1	3
52	CCOC(=O)C1C(=O)C=C(C)C(C(=O)OCC)C1c1cccc([N+](=O)[O-])c1 (stereo not drawn)	-6
53	COc1ccc(/C=C(\NC(=O)c2ccccc2)C(=O)N2CCCCC2)cc1OC	6
54	CC(C)(C)[C@@H]1COC(=O)[C@H](Cc2ccc(F)cc2)C/C=C\C[C@@H](CC(=O)N(CCO)Cc2ccccc2)C(=O)N1	-44
55	O=S(=O)(c1ccc(Cl)cc1)N1CCCC(c2nc(-c3ccc(F)cc3)no2)C1 (stereo not drawn)	9
56	Cc1ccc(OC(C)C(=O)Nc2ccncc2)cc1 (stereo not drawn)	-1
57	Cc1ccccc1N1C(=O)C2C3CCC(O3)C2C1=O (stereo not drawn)	-15
58	Cc1nc(Cl)cc(N/N=C/c2ccc(O)cc2O)n1	-92
59	COc1cc([C@@H]2CC=C(C(=O)O)[C@H](c3ccc(Cl)cc3)N2S(=O)(=O)c2ccc(C)cc2)cc(OC)c1OC	24
60	CCOC(=O)Cc1csc(NC(=O)c2cnc3scc(C)n3c2=O)n1	-12
61	COc1cccc(NC(=O)C2COc3ccccc3O2)c1 (stereo not drawn)	-4
62	O=C(O)c1ccc(NS(=O)(=O)c2ccc(Cl)c(C(=O)Nc3ccccc3[N+](=O)[O-])c2)cc1	13
63	COc1ccc(C)cc1NC(=O)c1cccc(C(=O)Nc2cc(C)ccc2OC)c1	-13
64	Fc1cccc(NC(=S)N2CCN(c3ccccn3)CC2)c1	-8
65	COc1ccc(Cn2c(C)nc3ccc([N+](=O)[O-])cc3c2=O)cc1	5
66	COc1ccc(F)c(CN2CCN(CCc3ccccc3)C(CCO)C2)c1 (stereo not drawn)	20
67	C=CCn1c(=O)c(C(=O)Nc2cc(C)ccn2)c(O)c2ccccc21	9
68	COc1ccc(C(=O)/C=C/NCc2ccc(C)cc2)cc1	18
69	CCNS(=O)(=O)c1ccc(CCC(=O)N2CCc3ccccc3C2)cc1	18
70	C=CCn1c(SCC(=O)NCCCO)nc2sc3c(c2c1=O)CCC3	4
71	CN(C(=O)c1cccc(NC(=O)c2ccco2)c1)c1ccccc1	-4
72	O=C(NCc1ccco1)C(c1ccco1)N(C(=O)Cn1nnc2ccccc21)c1ccc2c(c1)CCC2 (stereo not drawn)	5
73	CCN(CC)C(=O)COc1ccc2c3c(c(=O)oc2c1C)CCCC3	19
74	CCOC(=O)c1ccc(-c2c(-c3ccccc3OC)oc3ccccc23)cc1F	11
75	CC(C)Oc1cccc(C(=O)Nc2ncn[nH]2)c1	3

Random excerpt: 5 records from the list
no.	Compound	Pf gametocyte
69	CCNS(=O)(=O)c1ccc(CCC(=O)N2CCc3ccccc3C2)cc1	18
64	Fc1cccc(NC(=S)N2CCN(c3ccccn3)CC2)c1	-8
65	COc1ccc(Cn2c(C)nc3ccc([N+](=O)[O-])cc3c2=O)cc1	5
67	C=CCn1c(=O)c(C(=O)Nc2cc(C)ccn2)c(O)c2ccccc21	9
63	COc1ccc(C)cc1NC(=O)c1cccc(C(=O)Nc2cc(C)ccc2OC)c1	-13

The listing continues.
no.	Compound	Pf gametocyte
76	O=C(Nc1cccc(C(=O)Nc2ccc(F)cc2F)c1)c1ccccc1	-18
77	O=C(NCc1ccc2c(c1)OCO2)c1ccccc1Cl	13
78	O=C(N[C@@H](Cc1ccccc1)C(=O)OCc1ccccc1)c1nc[nH]c1C(=O)NC1CCNCC1	11
79	O=C(Nc1nncs1)C1CCCC1	-2
80	C[C@H](CO)N1C[C@H](C)[C@@H](CN(C)C(=O)Nc2ccc(C(F)(F)F)cc2)Oc2ccc(NS(=O)(=O)c3ccc(F)cc3)cc2C1=O	4
81	C=CC[C@@H](CC(=O)N(CCO)Cc1ccccc1)C(=O)NC[C@H](OC(=O)[C@@H](CC=C)Cc1ccc(F)cc1)c1ccccc1	5
82	Cc1ccc(N=C2C(=O)Nc3ccccc32)cc1C	-19
83	Cc1ccc(C(=O)N2CCN(Cc3ccc4c(c3)OCO4)CC2)cc1C	10
84	Cc1cc(C)nc(NS(=O)(=O)c2ccc(N=NN(C)C)cc2)n1	-16
85	COc1ccc(OC)c(CN2CCSCC2)c1	-3
86	N#Cc1c(NC(=O)CSc2nc3ccccc3c(=O)n2Cc2ccco2)sc2c1CCCC2	1
87	O=C(CN1CCCCC1)N/N=C/c1cccc(C(F)(F)F)c1	-15
88	COc1ccc(N2C(=O)CC(Sc3nc(C)cc(C)n3)C2=O)cc1OC (stereo not drawn)	-13
89	CSCCC(=O)N(C)CC1CCN(CCc2cccc(C(F)(F)F)c2)CC1	9
90	COc1ccc(C)cc1NC(=O)c1c([N+](=O)[O-])cnn1C	15
91	Cc1cc(NS(C)(=O)=O)c(=O)n(Cc2c(F)cccc2Cl)c1	5
92	COc1ccc(C(=O)NCC(O)CN2CCOCC2)cc1[N+](=O)[O-] (stereo not drawn)	-4
93	CCCCN1C[C@H](Cc2ccccc2)[C@@H](CC(=O)Nc2ccccc2)C1=O	11
94	CCOC(=O)C1=C(N)n2c(s/c(=C\c3cccnc3)c2=O)=C(C#N)C1c1cccnc1 (stereo not drawn)	-4
95	C/C(=C\C(=O)c1ccc(Br)cc1)NNC(=O)c1ccc(O)cc1	-4
96	COc1ccccc1C(=O)NCc1ccco1	2
97	C[C@H](CO)N1C[C@H](C)[C@@H](CN(C)S(=O)(=O)c2cccs2)Oc2c(NC(=O)CCC(F)(F)F)cccc2C1=O	13
98	CCN(CC)C(=O)c1ncn(Cc2ccccc2)c1C(=O)N(CC)CC	3
99	COc1ccc(CNCc2cc(C)c(OC)cc2C)c(OC)c1	9
100	Cn1c(Br)nc2c1c(=O)n(Cc1ccccc1)c(=O)n2C	-4

Later entries
no.	Compound	Pf gametocyte
101	Cc1ccc(/C(O)=C2/C(=O)C(=O)N(c3ccccn3)C2c2ccc(F)cc2)cc1 (stereo not drawn)	16
102	COc1ccc(/C=N/Nc2nc(C(=O)O)cs2)cc1	-15
103	CCCC[C@H](CN[C@@H](CNC)[C@H](C)CC)NCCC12CCC(CC1)C2	-21
104	COc1ccc(C(=O)Nc2ccc3ccccc3c2)cc1	-9
105	N#Cc1ccccc1CCN1C(=O)c2ccccc2C1=O	17
106	Cc1cccc(C(=O)OC(C)CN2CCCC2)c1 (stereo not drawn)	16
107	Cc1ccc2c(c1)N(CC(=O)Nc1ccccc1F)C(=O)CO2	0
108	OCc1cccc[n+]1Cc1ccccc1	5
109	CC[C@H]1C(=O)[C@@H](Cc2ccccc2)[C@@H]2CCN3C(=O)CCC[C@H]1[C@H]23	-50
110	NNc1nc(Nc2ccc([N+](=O)[O-])cc2)nc(N2CCCCCC2)n1	-8
111	CCOc1ccc(N2C(=O)CSC2=S)cc1	20
112	COc1ccccc1-c1oc2ccccc2c1-c1ccc2c(c1)OCO2	2
113	CCCSc1ccc([C@H]2N[C@@](C)(C(=O)OC)[C@H]3C(=O)N(C)C(=O)[C@@H]23)cc1	0
114	C=CC[C@@H](CC(=O)N[C@@H](CO)Cc1ccccc1)C(=O)NC[C@@H](OC(=O)[C@@H](CC=C)CC(=O)OC(C)(C)C)c1ccccc1	10
115	CC(NC(=O)C1CCCC1)c1ccccc1 (stereo not drawn)	7
116	COc1cccc2sc3ccc(C#Cc4ccc(N)cc4)cc3c(=O)c12	2
117	COc1ccc(NC(=O)N2CCc3cc(OC)c(OC)cc3C2)cc1	-13
118	N#CCCCCn1ccc(NC(=O)c2ccc(Cl)cc2O)n1	-4
119	CCOC(=O)[C@H]1[C@H]2COc3ccc(OC)cc3[C@@H]2N2C(=O)c3ccccc3NC(=O)[C@@]12C	2
120	COc1ccc(-c2n[nH]c(=S)n2-c2ccccc2C)cc1	-24
121	O=C(CCc1ccccc1)NCc1ccncc1	-8
122	COc1ccc(CNc2nc3ccccc3n2C(C)C)cc1	-23
123	CN1C(=O)c2ccccc2C(O)c2ccccc21 (stereo not drawn)	-17
124	CC(C)C[C@@H](COc1ccccc1)N1CCN(CC(C)C)CCC1=O	15

The list is partial; rates above refer to the full screens.
